CHRM4 antagonist: antagonists of human muscarinic M4 receptor (CHRM4) | P08173 | CHO-hM4 cells, ACh EC80, Fluo-8 calcium fluorescence | inhibition, % at 3 µM | hit rate 0.73% among 360,000 | AID 624125;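 active = inhibition above its plate's cutoff, the mean inhibition of sample wells plus 3 SD, cut at about 27% in these data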;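 also: 0% = acetylcholine EC80 with DMSO and 100% = DMSO without agonist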
Target sequence (P08173 whole entry, looked up): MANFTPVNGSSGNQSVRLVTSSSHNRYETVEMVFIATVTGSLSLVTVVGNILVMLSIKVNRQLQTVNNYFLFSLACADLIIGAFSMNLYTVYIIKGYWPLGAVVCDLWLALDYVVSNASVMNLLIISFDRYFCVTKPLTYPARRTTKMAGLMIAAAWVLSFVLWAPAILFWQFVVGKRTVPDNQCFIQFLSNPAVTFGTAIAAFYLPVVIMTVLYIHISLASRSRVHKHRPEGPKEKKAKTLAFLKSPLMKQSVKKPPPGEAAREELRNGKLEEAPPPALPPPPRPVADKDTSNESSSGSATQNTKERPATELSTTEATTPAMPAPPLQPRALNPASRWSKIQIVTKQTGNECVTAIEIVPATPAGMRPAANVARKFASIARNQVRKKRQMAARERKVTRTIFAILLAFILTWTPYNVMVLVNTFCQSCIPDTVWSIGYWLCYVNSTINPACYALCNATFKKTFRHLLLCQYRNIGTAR
CHRM5 PAM: positive allosteric modulators of human muscarinic M5 receptor | P08912 | CHO-K1 hM5, Fluo-8 calcium, ACh EC20 PAM; 0% = ACh EC20, 100% = ACh EC100 | activation, % at 3 µM | hit rate 0.3% among 360,000;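 active = activation above the run cutoff, the mean activation of all test compounds plus 3 SD, cut at about 18% in these data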
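Test system: CHO-K1 hM5 cells / Doses: single-point, 3 µM nominal / Times: Post-acetylcholine fluorescence recording 140 s / Technique: Fluo-8 calcium fluorescence / Measure: Max/basal fluorescence ratio as % of EC20–EC100 ACh window / Benchmarks: low control EC20 acetylcholine (0%), high control EC100 acetylcholine (100%) / Replicates: one well per compound, no replicates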
M1 ag parental: nonselective activator or artifact in parental CHO-K1 cells; Fluo-8 calcium fluorescence; scaled to maximal ATP response, vehicle zero; activation, % at 3 µM; hit rate 0.48% among 360,000; in the data active = activation above about 15%;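 also: untransfected CHO-K1 host cells lacking M1 receptor as counterscreen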
CHO-K1 Ca antag: counter-screen for M1 antagonists: effect in parental CHO-K1 cells | ATP-induced calcium, Fluo-8 fluorescence | inhibition, % at 3 µM | hit rate 0.6% among 360,000 | AID 602250;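 active = inhibition above a per-plate cutoff, the plate's mean sample inhibition plus 3 SD, cut at about 24% in these data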;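 also: 0% = DMSO plus EC80 ATP and 100% = DMSO alone without ATP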
CHRM4 agonist: agonists of human muscarinic M4 receptor (CHRM4); CHO-K1 hM4/Gqi5, Fluo-8 calcium fluorescence; vehicle 0%, full acetylcholine response 100%; activation, % at 3 µM; hit rate 0.14% among 360,000; AID 624127;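 active = activation above the run mean over all test wells plus 3 SD, cut at about 32% in these data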;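 also: peak over basal fluorescence ratio per well then scaled between controls; 0% = DMSO wells and 100% = acetylcholine at EC100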
M5 antag: blocks acetylcholine activation of human M5 receptor | inhibition, % at 3 µM | CHO-hM5 cells, Fluo-8 calcium fluorescence, ACh EC80 | P08912 | hit rate 0.59% among 360,000;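 active = inhibition above a per-plate cutoff, the mean of that plate's test compounds plus 3 SD, cut at about 27% in these data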;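 also: 0% = acetylcholine EC80 with DMSO and 100% = DMSO without agonist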
CHRM4 PAM: CHRM4 positive allosteric modulation | hit rate 0.4% among 360,000 | AID 624126 | CHO-K1 hM4/Gqi5, Fluo-8 calcium fluorescence, ACh EC20; 0% = ACh EC20, 100% = maximal ACh | activation, % at 3 µM | P08173;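 active = activation above its plate's cutoff, the mean activation of sample wells plus 3 SD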; also: some results filed as inactive read as strong as hits
CHRM5 agonist: CHRM5 agonism in calcium assay; CHO-K1 hM5 cells, Fluo-8 calcium fluorescence; 0% DMSO wells, 100% maximal acetylcholine response; P08912; hit rate 0.19% among 360,000; AID 624037; activation, % at 3 µM;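 active = activation above the run's mean over test compounds plus 3 SD, cut at about 23% in these data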;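 also: signal is peak over basal fluorescence ratio across the kinetic read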
M1 PAM parental: counter-screen for M1 PAMs: effect in parental CHO-K1 cells | ATP EC20, Fluo-8 calcium fluorescence; 0% at ATP EC20, 100% at ATP max | activation, % at 3 µM | hit rate 0.02% among 360,000;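 active = activation above the run cutoff, the mean activation of all test compounds plus 3 SD, cut at about 40% in these data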;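 also: peak over basal fluorescence ratio in a 140 s read after ATP addition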
An asterisk follows results filed as active. Rows were taken by chance; about 2.7% have a hit in one of these screens.

SMILES	M1 ag parental	CHO-K1 Ca antag	CHRM4 agonist	M1 PAM parental	CHRM5 agonist	CHRM4 antagonist	M5 antag	CHRM5 PAM	CHRM4 PAM
CC1=C(C(=O)OC2CCCCC2)C(c2cccc([N+](=O)[O-])c2)NC(=O)N1 (centres undefined)	-0.7	-21	1	0	-7	-1	-2	7	6
Cn1cc(S(=O)(=O)CC(=O)N2CCc3ccccc32)c2ccccc21	1.6	7	9	-10	1	-25	3	-5	-2
O=C(O)C1CSC(c2ccc3c(c2)OCO3)N1 (centres undefined)	-0.1	-10	0	3	-2	-13	6	-3	11
O=C(C1CCN(C2CCN(C/C(Cl)=C/c3ccccc3)CC2)CC1)N1CCOCC1	1.7	-12	1	25	-7	-10	-6	1	-2
O=C(NCC(=O)N(c1cccnc1)C(C(=O)NCc1ccco1)c1ccccc1)c1ccco1 (centres undefined)	-0.5	-8	0	14	0	-4	-1	-7	3
O=C(CCCC(=O)N(CC(=O)NC1CCCCC1)Cc1ccc2c(c1)OCO2)Nc1ccccn1	0.0	7	1	-3	1	1	-3	-1	19
O=C(COC(=O)[C@@H]1CC(O)CN1S(=O)(=O)c1ccc([N+](=O)[O-])cc1)NC12CC3CC(CC(C3)C1)C2 (some centres undefined)	1.7	-12	4	24	4	-6	-4	5	2
O=C1CCC(=O)N1CC(=O)N1c2ccccc2Sc2ccccc21	0.7	-20	4	13	-1	-6	-3	-3	4
Cc1cccc(C)c1NC(=S)NC(C)(C)CO	8.3	-1	0	13	2	-16	-1	-2	-15
Cc1cc(C(=O)NNC(=O)CCN2CCN(c3ccccc3)CC2)c2ccccc2n1	0.3	4	1	-11	-2	4	3	2	-3
O=C1CCCCC(=O)[C@H](O)C[C@H](c2ccccc2)O1	0.8	-18	1	17	0	0	-3	2	6
NC(=O)c1ccc(C(F)(F)F)cn1	0.4	-4	1	14	-2	-18	-3	4	4
CN(C1CCCCC1)S(=O)(=O)c1ccc(S(=O)(=O)N2CCN(C(=O)c3ccccc3F)CC2)cc1	-0.1	-12	0	12	-2	-14	0	2	0
CC(=O)c1ccc(NC(=O)C2CCCN2S(=O)(=O)c2cccc3cccnc23)cc1 (centres undefined)	3.1	-9	8	17	4	-6	5	-3	1
CC(=O)c1ccc(NC(=O)COC(=O)c2nc(Cl)ccc2Cl)cc1	1.3	-15	1	21	0	-4	7	-1	3
Cc1nn(-c2ccccc2)c(C)c1/C=N/n1c(-c2ccncc2)n[nH]c1=S	-0.2	-4	0	-3	3	-7	8	-7	-2
CC1Cc2ccccc2N1CC(=O)NC(=O)NCc1ccccc1 (centres undefined)	2.5	-9	1	15	1	-8	9	1	3
Cc1cc(Cl)ccc1OCC(=O)N/N=C1\CC2C=CCC12 (centres undefined)	0.5	-5	0	13	-3	8	2	4	14
O=C1NC[C@H](CCCCN2CCN(CCC3CCCCC3)C(=O)C2=O)N(CC2CCCCC2)C1=O	0.6	-13	2	-2	-2	10	3	-9	-8
COc1ccc(-c2cc3c(c4c2ccn4C)C2CCC3C2)cn1 (centres undefined)	0.1	8	-3	2	1	-15	4	-3	14

The final three entries of the section before open the next one.
SMILES	M1 ag parental	CHO-K1 Ca antag	CHRM4 agonist	M1 PAM parental	CHRM5 agonist	CHRM4 antagonist	M5 antag	CHRM5 PAM	CHRM4 PAM
Cc1cc(Cl)ccc1OCC(=O)N/N=C1\CC2C=CCC12 (centres undefined)	0.5	-5	0	13	-3	8	2	4	14
O=C1NC[C@H](CCCCN2CCN(CCC3CCCCC3)C(=O)C2=O)N(CC2CCCCC2)C1=O	0.6	-13	2	-2	-2	10	3	-9	-8
COc1ccc(-c2cc3c(c4c2ccn4C)C2CCC3C2)cn1 (centres undefined)	0.1	8	-3	2	1	-15	4	-3	14
Cc1ccccc1C(=O)NC1CCN(C(=O)Nc2ccc(F)cc2)CC1	1.1	-6	1	-12	-3	10	5	-2	1
O=[N+]([O-])c1ccccc1-c1ccc(/C=N/n2cnnc2)o1	0.4	-8	2	-6	3	14	5	0	2
O=C(CNC(=O)C(c1ccccc1)c1ccccc1)OCC(=O)c1cccs1	0.7	-5	0	-3	-1	10	3	-2	-5
CC(C)NC(=O)NC(=O)CN1C(=O)NC2(CCc3ccccc3C2)C1=O (centres undefined)	14	13	0	0	-2	-3	-3	1	-1
COc1ccc(-c2nc(SC(C)C(=O)NC3CC3)n[nH]2)cc1 (centres undefined)	1.4	-7	1	10	3	1	-1	5	8
CC(=O)c1ccc(OCC(O)CN2CCN(S(=O)(=O)c3c(C)cc(C)cc3C)CC2)cc1 (centres undefined)	12	10	20	-1	3	4	16	-15	-11
CN(C)CCNCc1ccccc1OC1CCCC1	0.7	-31	3	4	-5	5	-2	-6	3
O=C(CCSCCc1ccccn1)Nc1cccc([N+](=O)[O-])c1	2.0	15	5	-8	1	8	4	-6	-4
O=C(CNC(=S)N(Cc1ccccc1)Cc1ccccc1F)NCCc1ccc(Cl)cc1	1.2	-6	2	9	-6	-3	10	1	2
CC12CCC(C(=O)N(NC(=O)c3ccc(O)cc3)C1=O)C2(C)C (centres undefined)	0.3	3	2	-13	1	10	6	3	6

Part of the list above in order of SMILES length, falling:
SMILES	M1 ag parental	CHO-K1 Ca antag	CHRM4 agonist	M1 PAM parental	CHRM5 agonist	CHRM4 antagonist	M5 antag	CHRM5 PAM	CHRM4 PAM
CC(=O)c1ccc(OCC(O)CN2CCN(S(=O)(=O)c3c(C)cc(C)cc3C)CC2)cc1 (centres undefined)	12	10	20	-1	3	4	16	-15	-11
O=C(CNC(=S)N(Cc1ccccc1)Cc1ccccc1F)NCCc1ccc(Cl)cc1	1.2	-6	2	9	-6	-3	10	1	2
CC(C)NC(=O)NC(=O)CN1C(=O)NC2(CCc3ccccc3C2)C1=O (centres undefined)	14	13	0	0	-2	-3	-3	1	-1
O=C(CNC(=O)C(c1ccccc1)c1ccccc1)OCC(=O)c1cccs1	0.7	-5	0	-3	-1	10	3	-2	-5
CC12CCC(C(=O)N(NC(=O)c3ccc(O)cc3)C1=O)C2(C)C (centres undefined)	0.3	3	2	-13	1	10	6	3	6
CN(C)CCNCc1ccccc1OC1CCCC1	0.7	-31	3	4	-5	5	-2	-6	3

Later entries.
SMILES	M1 ag parental	CHO-K1 Ca antag	CHRM4 agonist	M1 PAM parental	CHRM5 agonist	CHRM4 antagonist	M5 antag	CHRM5 PAM	CHRM4 PAM
Cc1nc2scc(-c3ccccc3)c2c(=O)o1	0.0	13	0	-8	-2	-9	11	23*	5
O=C(O)c1cccc(NC(=S)NC(=O)c2cncc(Br)c2)c1	1.6	-12	0	25	-1	2	1	1	-4
Cc1ccc(Sc2c(C)nn(C(=O)c3cccc(S(=O)(=O)N4CCOCC4)c3)c2C)cc1	1.0	-13	-2	24	-6	9	9	-8	-3
COc1ccc(Cc2nc3ccc(C(=O)N4CCN(C)C(C)C4)cc3o2)cc1OC (centres undefined)	11	-7	10	-16	2	-5	15	-10	-2
CC(=O)Nc1nc(NC(=O)C(Cl)(Cl)Cl)n(-c2ccccc2)n1	0.5	-3	0	1	1	8	11	-3	-3
O=c1c(C(c2ccccc2)c2c(O)nc3n(c2=O)CCS3)c(O)nc2n1CCS2	-0.2	3	1	8	3	-4	7	-1	1
COC(=O)C(Cc1ccc(O)cc1)NC(=O)C1CCN(S(=O)(=O)c2ccc(C)cc2)CC1 (centres undefined)	1.6	-1	2	-6	2	0	15	-3	-4
COc1cccc(/C=N/NC(=O)c2cnccn2)c1	-0.1	5	0	9	0	5	-2	7	3
Cc1cnc(C(=O)OCC(=O)N2CCc3ccccc3C2)cn1	9.6	14	0	-2	0	3	2	-3	-6
Cn1cc(-c2csc(C(O)c3ccc(F)c(F)c3)n2)cn1 (centres undefined)	2.2	0	2	7	4	0	-3	3	2
Clc1ccccc1-c1nc2nc3ccccc3nc2n1-c1ccc2c(c1)OCO2	2.8	1	10	0	-1	18	13	-15	-28
COc1ccc(C2CCCN2C(=S)Nc2ccccc2C)cc1OC (centres undefined)	2.1	-9	2	-1	1	-2	6	8	12
CCNc1nc(SCCOc2ccc(Cl)cc2Cl)nc(N(C)C)n1	1.0	-17	1	22	-1	-14	-3	10	6
CCN(CC)CCCNC(=O)CN1C(=O)CSc2ccc(S(=O)(=O)N3CCOCC3)cc21	0.6	-8	1	16	-4	-7	-2	1	3
CN(Cc1ccco1)C(=O)c1ccc(CNS(=O)(=O)c2ccc3c(c2)C(C)(C)C(=O)N3C)cc1	0.7	1	3	12	-3	4	-4	-5	-3
COc1ccc2nc(SCC(=O)NC3CCCCC3)[nH]c2c1	2.0	-8	1	11	0	-3	-1	12	1
O=C(c1cccc(C(F)(F)F)c1)N(c1ccccn1)C1CCCCC1	2.9	0	0	16	0	-1	-12	-3	0
Cc1nc(N)[nH]c(=O)c1Oc1cccc(C(F)(F)F)c1	4.5	-8	7	14	-1	6	11	-11	-14
